Compound activity deposited in PubChem by National Center for Advancing Translational Sciences (NCATS).
MCF10A rereplic = induces DNA re-replication in MCF 10a normal breast cells; MCF 10A DNA re-replication, Hoechst nuclear intensity, 48 h; Potency, µM (titrated, usually from 46.1 µM), without a hit: top-dose activity, positive = re-replication, hits mostly activators; actives 2.9% (n = 350,000); AID 624296; note: potency is the fitted concentration of half-maximal effect; % of control where 0% means no effect; nearly all actives have a fitted effect of over 50% in size
KB-3-1 cytotox = kills parental KB-3-1 adenocarcinoma cells. KB-3-1 viability, CellTiter-Glo ATP luminescence, 72 h. Potency, µM (highest dose often 46.1 µM), without a hit: at the top dose activity change, negative = cytotoxic, hits mostly cytotoxic. actives 1.4% (n = 400,000). AID 1347075; note: potency is the fitted concentration of half-maximal effect; % is set by controls: 0 for no effect and ±100 for the full control effect; nearly all actives have a fitted effect of over 60% in size
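72 h, 37 °C compound treatment of KB-3-1 parental cells; CellTiter-Glo added, 10 min, luminescence read. Data corrected against DMSO-only plates and normalized before curve fitting.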
IL-1B inflam inh = inhibitors of inflammasome signaling (IL-1 beta secretion) | activity change, % at 57.5 µM | THP-1 LPS/ATP IL-1B secretion, AlphaLISA, 16 h; stronger effect = lower value | AID 743279 | actives 4.7% (n = 360,000); in the data active = activity change below about -50%; inconclusive = mostly about -30% to -49%; note: % is set by controls: 0 for no effect and ±100 for the full control effect
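THP-1 cells pretreated 1 hr with compounds (up to 57.5 uM final), then stimulated with LPS (250 ng/mL final) plus ATP (1.25 mM final); secreted IL-1B measured by AlphaLISA after 16 hr, decreased signal indicating inhibition.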
HT1080 IDH1KD tx = toxicity to HT-1080 IDH1 knockdown cells (counter line). actives 2% (n = 360,000). Potency, µM (doses to about 46.1 µM), for the others: at the highest dose activity, negative = toxicity, most hits filed as cytotoxic. HT-1080 IDH1 knockdown viability, ATP luminescence, 48 h. AID 686971;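 note: potency is the fitted concentration of half-maximal effect; 0% = DMSO wells and -100% = cell-free medium wells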
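Cytotoxicity counter-line: IDH1KD HT-1080, 48 h, CellTiter-Glo. Curves classed by r2, magnitude and activity.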
HepG2 viability = HepG2 cytotoxicity, counter-screen for TGF-b inhibitors. HepG2 CAGA-GFP viability, ATP luminescence, 18 h. Potency, µM (top dose mostly 46.1 µM), inactives show top-dose activity change, negative = cytotoxicity, hits mostly cytotoxic. actives 0.76% (n = 410,000). AID 588856; note: potency is the fitted concentration of half-maximal effect; some results filed as inactive show a strong effect at the top dose
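HepG2 CAGA-GFP cells (1000/well, DMEM with 1% FBS) received compound, then TGF-beta at 500 pg/mL final, and were incubated 18 hours at 37 degrees C. Viability was read by CellTiter-Glo luminescence. Media-only wells were set as complete cell-killing and DMSO as no toxicity.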
SW480 rerep = DNA re-replication induction in SW480 cells | AID 624297 | Potency, µM (doses to about 46.1 µM), inactives show at the highest dose re-replication activation, actives largely listed as activators | SW480 DNA re-replication, Hoechst DNA content imaging, 48 h | actives 1.8% (n = 340,000); note: potency is the fitted concentration of half-maximal effect; % of control where 0% means no effect; nearly all actives have a fitted effect of over 55% in size
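Readout is total intensity of Hoechst-stained nuclei, excited at 405 nm and collected at 500-530 nm. Compound treatment lasted 48 hr at 37 C in 5% CO2 before staining.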
HT1080NT lethal = kills 2HG-producing HT-1080-NT fibrosarcoma cells; HT-1080-NT fibrosarcoma viability, CellTiter-Glo ATP luminescence, 48 h; Potency, µM (top dose mostly 46.1 µM), for the others: at the highest dose activity, negative = less viability, usual class: cytotoxic; actives 1.6% (n = 360,000);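 note: NT is the 2HG producing partner of a matched IDH1 knockdown line; potency is the fitted concentration of half-maximal effect; 0% = DMSO-treated cells and -100% = media-only wells without cells; nearly all actives have a fitted effect of over 55% in size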
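HT-1080-NT fibrosarcoma cells (2HG-overproducing), 750 cells/well in RPMI with 5% FBS, dosed after 2 h and incubated 48 h at 37C. CellTiter-Glo luminescence normalized to DMSO and no-cell wells; concentration-response curves fitted and classed.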
ATXN2 expr inh = ATXN2 expression inhibition; HEK-293 ATXN2-luciferase reporter, luminescence, 24 h; Potency, µM (titrated, usually from 57 µM), inactives show top-dose activity change, negative = inhibition, usual class: inhibitors; actives 0.72% (n = 360,000); note: potency is the fitted concentration of half-maximal effect; % is set by controls: 0 for no effect and ±100 for the full control effect; nearly all actives have a fitted effect of over 55% in size
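ATXN2-luciferase reporter cells (luciferase flanked by upstream and downstream ATXN2 gene portions) were treated 24 h at 37 °C with compounds at up to 57 uM. SteadyGlo luminescence gave expression; GF-AFC fluorescence gave viability.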
S2 tox = viability counter-screen for ATXN expression inhibitors. S2 cells (HEK-293 line with an ATXN2-luciferase reporter) viability, CellTiter-Fluor protease fluorescence, 24 h. Potency, µM (series often up to 56.7 µM), most hits filed as cytotoxic. actives 0.49% (n = 400,000); note: potency is the fitted concentration of half-maximal effect; nearly all actives have a fitted effect of over 40% in size
The depositor's hits bear a star; i = inactive; ? = inconclusive; · = not tested or not shown; & = joins results of further samples; [ ] = remark or other dose. Unless noted, calls come from the whole dose curve; as a rule, active = well fitted curve in the direction sought with a large enough effect; inconclusive = small, poorly fitted or top-dose-only effect, or another doubt; inactive = no such curve, though single readings can be large; an effect the other way counts as inactive or inconclusive.

SMILES	MCF10A rereplic	KB-3-1 cytotox	IL-1B inflam inh	HT1080 IDH1KD tx	HepG2 viability	SW480 rerep	HT1080NT lethal	ATXN2 expr inh	S2 tox
CSc1ccc(CCNC(=O)C2CCN(c3nnc(-n4cccc4)s3)CC2)cc1	1%	-3%	17	0%	-31%	-5%	0%	-6%	i
O=C(NCC(=O)N(Cc1ccccc1)C(C(=O)NCC1CCCO1)c1ccccc1)c1ccco1 (stereo unspecified)	-7%	-1%	-17	14%	-6%	-12%	15%	-16%	i
Cc1cc(C)cc(NC(=O)C(Sc2nnc(C)c(=O)[nH]2)c2ccccc2)c1 (stereo unspecified)	16%	-1%	9	-4%	-10%	0%	-6%	-18%	i
COc1ccc(-n2cc(-c3ccccc3)c3c(NCCCN4CCOCC4)ncnc32)cc1	?	10%	-16	18µM*	-20%	6%	21µM*	?	·
Cc1cc(C)c(C#N)c(SCC(=O)CC(=O)OC(C)C)n1	0%	-3%	-13	0%	10%	-4%	4%	1%	i
CN1CCN(c2ccc(CNC(=O)C3(C)Cc4c(-c5ccc(C(N)=O)cc5)ccnc4O3)cc2)CC1 (stereo unspecified)	·	-6%	-4	20%	-11%	·	-14%	13%	i
COC(=O)c1n[nH]n(-c2ccc(F)c(Cl)c2)c1=O	4%	1%	33	19%	30%	-9%	10%	-22%	i
O=[N+]([O-])c1ccc([N+](=O)[O-])c(Nc2ccc(N3CCOCC3)cc2)c1	3%	-4%	7	13%	1%	2%	13%	·	?
CCCCCN(CCCCC)C(=O)C(CCC(=O)O)NC(=O)c1ccc(Cl)c(Cl)c1 (stereo unspecified)	11%&4%	0%	15	-27%	-32%	-6%&-2%	-11%	-1%&-5%	?
COc1ccc(CNc2cc(C)nc3ccc(OC)cc23)cc1	?	-11%	-93*	15µM*	-10%	?	?	?	·
CCc1ccc(N(CC)c2ncnc3nc[nH]c23)cc1	10%	1%	-30	-4%	-16%	-8%	-4%	12%	i
COc1cc(C)ccc1S(=O)(=O)NC(=O)C1(C)CCN1C(=O)c1ccc(C(F)(F)F)nc1C (stereo unspecified)	·	0%	-8	7%	-1%	·	2%	-7%	i
CCOc1ccc(/C=C/C(=O)NCc2ccccc2)cc1	18%	2%	13	23%	1%	-105%[inhibitor]	11%	7%	i
COc1ccc(NC(=O)c2cc(-c3cc(Cl)ccc3OC)n[nH]2)c(OC)c1	·	-1%	?	?	-28%	·	?	?	?
CN(C)c1ccc(S(=O)(=O)NCC(=O)NCC2CCCCC2)cc1[N+](=O)[O-]	0%	5%	9	-15%	2%	3%	1%	15%	i
Cc1cccn2c(CN(C)CCC3CCCCO3)c(C(=O)N3CCCCC3)nc12 (stereo unspecified)	14%	-5%	0	1%	8%	8%	3%	·	i
CCOC(=O)[C@]12CCCC=C1N(CCc1ccc(OC)c(OC)c1)C(=O)[C@H](CC(=O)NCc1ccccc1)C2	·	-10%	?	6%	·	·	-7%	·	·
C=CCNC(=O)C1CC(=O)N(c2ccc(OCC(=O)NCc3ccccc3)cc2)C1 (stereo unspecified)	-1%	6%	-4	8%	-11%	-5%	-1%	4%	i
Cc1csc2nc3ccccc3c(=O)n12	0%	-5%	-18	2%	-15%	-3%	11%	4%	?
CCOc1ccc(C(c2c(C)[nH][nH]c2=O)c2c(C)[nH][nH]c2=O)cc1OCC	?	0%	0	-1%	-27%	-62%[inhibitor]	-5%	-6%	i
CC1(C)CC(=O)C(=Cc2cn(-c3ccccc3)nc2-c2ccc(Cl)cc2)C(=O)C1	?	0%	0	?	14%	-2%[9.22 µM]	18%	30%	i
COc1ccc(CN(C)C[C@@H]2OCc3cnnn3CCCC(=O)N([C@H](C)CO)C[C@H]2C)cc1	·	4%	25	10%	5%	·	6%	5%	i
COc1ccc(C(=O)CSc2nnc(CNC(=O)c3ccccc3)o2)cc1	0%	-16%	36	-2%	1%	27%	-21%	-10%	i
Cc1cc(=O)n2nc(N3CCC(C(=O)Nc4ccc(C(C)C)cc4)CC3)sc2n1	·	?	·	·	-1%	·	·	?	?
Cc1c(Cc2ccccc2)c(=O)oc2c(C)c(OC(C)C(=O)N[C@@H](Cc3ccccc3)C(=O)O)ccc12 (stereo partly specified)	0%	0%	26	-13%	3%	?	-4%	-8%	i
O=C(CSc1nnc2ccccn12)NC(=O)c1ccccc1Cl	?	-15%	0	-4%	-9%	?	-3%	-1%	i
Cc1c(C(=O)NCC2CCCO2)oc2ccccc12 (stereo unspecified)	-4%	20%	-6	1%	3%	-10%	17%	34%[activator]	i
Cc1cc(C)n(C(=O)CNC(=O)c2cccc(Cl)c2)n1	8%	19%	-8	11%	-4%	0%	-6%	14%	i
COC(=O)c1sc(C(F)(F)F)c(-c2ccccc2)c1S(=O)(=O)N1CCCC1	12%	-12%	26	2%	1%	-2%	3%	-4%	i
Cc1oc(-c2ccccc2F)nc1CS(=O)(=O)CC(=O)NC(C)CCc1ccccc1 (stereo unspecified)	10%	-24%	-5	-14%	-20%	-41%[inhibitor]	-15%	-23%	i
CCOC(=O)CCSCC(=O)Nc1nnc(C)s1	0%	2%	27	11%	-34%	-2%	-1%	2%	i
CCCCN(C(=O)c1ccc(-c2ccc([N+](=O)[O-])cc2)o1)c1c(N)n(CC(C)C)c(=O)[nH]c1=O	?	10%	-21	-3%	-8%	1%	0%	-4%	i
O=C(CC1CCCCC1)Nc1c2c(nn1-c1ccc(F)cc1)CS(=O)(=O)C2	13%	-6%	-7	0%	-8%	-6%	1%	-10%	?
Cc1cccc(CN2CCC(CNC(=O)Cn3ncc4c([nH]c5ccccc54)c3=O)CC2)c1	0%	11%	2	-6%	4%	-21%	-3%	2%	i
Cn1nc(C(=O)Nc2cccc(S(=O)(=O)N3CCCC3)c2)c2ccccc2c1=O	1%	-20%	-4	6%	-13%	1%	-1%	·	·
CC(Oc1ccccc1Cl)C(=O)Nc1ccc(S(=O)(=O)N2CCCC2)cc1 (stereo unspecified)	11%	-12%	-14	-16%	3%	13%	-14%	?	·
CCOC(=O)c1c(NC(=O)COC(=O)c2ccc(NC(=O)CC#N)cc2)sc(C(=O)NC)c1C	0%	5%	60	-5%	-16%	0%	5%	·	i
O=c1oc2ccccc2c(Cl)c1CN1CCCCC1	8%	?	-9	-3%	-28%	i[1.84 µM]	-4%	?	?
O=C(COc1ccc(Cl)cc1)Nc1cc(S(=O)(=O)N2CCCCC2)ccc1N1CCCCC1	6%	-18%	14	16%	2%	-2%	-5%	-8%	i
O=C(NNc1ccc([N+](=O)[O-])cc1[N+](=O)[O-])C1C2CCCCC21 (stereo unspecified)	16%	-12%	-16	-9%	-24%	-695%[inhibitor]	-3%	·	i
CCN(c1ccccc1)S(=O)(=O)c1ccc(Cl)c(C(=O)N(CC2CCCO2)C2CCS(=O)(=O)C2)c1 (stereo unspecified)	4%	0%	-11	2%	-12%	5%	-7%	-20%	i
c1ccc2sc(-c3ccc4c(c3)OCO4)nc2c1	?	?	5	?	-69%	8%	-26%	-11%	i
CC(=O)c1ccc(N2CCN(C(=O)CNC(=O)c3ccc(Br)o3)CC2)cc1	·	10%	-12	4%	2%	·	-1%	·	i
CCOC(=O)Cn1cnc2c(nnn2-c2ccc(F)cc2)c1=O	-2%	17%	-14	-2%	-5%	-16%	9%	10%	i
O=C(CC1SC(=O)N(c2ccccc2)C1=O)Nc1ccc(Cl)cc1 (stereo unspecified)	3%	11%	0	11%	4%	-16%	14%	-31%	i
Cc1cccc(C)c1OCC(N)C(C)C (stereo unspecified)	-34%[inhibitor]	?	-57*	0%	-7%	-9%	5%	0%	i
C=CCn1c(=NC(=O)C2CC2)sc2cc(NC(C)=O)ccc21	-1%	4%	9	0%	2%	-27%	-2%	29%	i
CCc1ccc(C(C)NC(=O)Cn2cnc3c(=O)n(C)c(=O)n(C)c32)cc1 (stereo unspecified)	6%	-27%	-11	-6%	-5%	-6%	0%	-10%	i
CC1CCN(S(=O)(=O)c2ccc3ccccc3c2)CC1	2%	-3%	-5	-4%	-41%	-1%	-1%	-4%	i
Cc1cccc(/C=N/n2c(COc3ccccc3)n[nH]c2=S)c1	7%	1%	25	8%	-46%	-13%	9%	·	i
CCOC(=O)CNC(=O)CN1C(=O)CC(c2ccco2)Sc2ccccc21 (stereo unspecified)	3%	17%	-4	9%	-17%	8%	7%	-7%	i
CCn1cc(C(=O)NCc2ccc(OC)cc2)c(=O)c2ccc(C)nc21	9%	-2%	13	-1%	-2%	-2%	11%	-19%	i
c1csc(-c2nc(NCC3CCCO3)c3ccccc3n2)c1 (stereo unspecified)	8%	-10%	-90*	-11%&-12%	-19%	1%	-13%&-1%	-5%	i
Cc1ccc(-c2csc(=Nc3ccccc3)n2Cc2ccc3c(c2)OCO3)cc1C	·	0%	·	·	-18%	·	·	51%[activator]	i

Single records, as listed above.
CCOC(=O)CNC(=O)CN1C(=O)CC(c2ccco2)Sc2ccccc21 (stereo unspecified) in the list: MCF10A rereplic: 3%; KB-3-1 cytotox: 17%; IL-1B inflam inh: -4; HT1080 IDH1KD tx: 9%; HepG2 viability: -17%; SW480 rerep: 8%; HT1080NT lethal: 7%; ATXN2 expr inh: -7%; S2 tox: i
CCn1cc(C(=O)NCc2ccc(OC)cc2)c(=O)c2ccc(C)nc21 in the list: MCF10A rereplic: 9%; KB-3-1 cytotox: -2%; IL-1B inflam inh: 13; HT1080 IDH1KD tx: -1%; HepG2 viability: -2%; SW480 rerep: -2%; HT1080NT lethal: 11%; ATXN2 expr inh: -19%; S2 tox: i
